Assay outcomes: PubChem BioAssay, Broad Institute
ROS inducer – cancer cell ROS induction; U2OS ROS induction, H2DCF-DA fluorescence; ROS induction (% of piperlongumine), % at 10 µM; actives 2% (n = 46,000); AID 624156; in the data active = ROS induction above about 79%, passing the limit was not always enough;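 also: 0% = DMSO vehicle median and 100% = reference compound median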
Starred values were filed as active, the others as inactive.

Screening Cc1cc(C(=O)Nc2cccc3c2O[C@@H](CN(C)C(=O)NC2CCCCC2)[C@H](C)CN([C@H](C)CO)C3=O)n(C)n1 returned ROS inducer -4.
Screening COc1cc(/C=N/NC(=O)c2ccccn2)ccc1O returned ROS inducer 1.
C[C@@H]1CN([C@@H](C)CO)C(=O)c2cccc(NC(=O)c3ccncc3)c2O[C@H]1CN(C)Cc1ccncc1 was read as ROS inducer -4.
For Cc1noc(C)c1NC(=O)Nc1cccc2c1O[C@@H](CN(C)C(=O)Nc1ccc(F)cc1)[C@@H](C)CN([C@@H](C)CO)C2=O the results were ROS inducer -15.
COc1ccc(NC(=O)N(C)C[C@@H]2Oc3c(NC(=O)c4cc(C)nn4C)cccc3C(=O)N([C@@H](C)CO)C[C@@H]2C)cc1 was read as ROS inducer -14.
`Cc1noc(C)c1S(=O)(=O)Nc1ccc2c(c1)C(=O)N([C@@H](C)CO)C[C@H](C)[C@H](CN(C)Cc1ccccc1)O2` gave ROS inducer -5.
For Cc1ccc(S(=O)(=O)Nc2ccc3c(c2)CC(=O)N([C@H](C)CO)C[C@@H](C)[C@H](CN(C)Cc2ccc(Cl)c(Cl)c2)O3)cc1 the results were ROS inducer 29.
For Cn1c2ccccc2c2nnc(SCC(=O)c3ccc(Cl)cc3)nc21 the results were ROS inducer 117*.
`Cc1noc(C)c1S(=O)(=O)N(C)C[C@H]1OCCCC[C@@H](C)Oc2ccc(NS(C)(=O)=O)cc2C(=O)N([C@H](C)CO)C[C@@H]1C` gave ROS inducer 14.
C[C@@H]1CN([C@H](C)CO)C(=O)CCCn2nncc2CO[C@H]1CN(C)C(=O)Nc1ccc2c(c1)OCO2 was read as ROS inducer 14.
Screening C[C@@H]1CN([C@H](C)CO)C(=O)c2cc(NC(=O)Nc3ccc(C(F)(F)F)cc3)ccc2O[C@H]1CN(C)S(=O)(=O)c1cn(C)cn1 returned ROS inducer -10.
Cc1ccc(S(=O)(=O)Nc2cccc3c2O[C@H](CN(C)S(=O)(=O)c2cccs2)[C@@H](C)CN([C@H](C)CO)C3=O)cc1 was read as ROS inducer -2.
`CNC(=O)C1=C[C@@H](c2csc3ccccc23)C[C@@H](OCc2ccc(CO)cc2)O1` gave ROS inducer 3.
`O=C(Nc1ccc(Cl)cc1C(=O)NCc1ccco1)c1ccco1` gave ROS inducer -2.
Screening Cc1ccccc1-c1nsc(SCC(=O)NC2CCCCC2)n1 returned ROS inducer -9.
CNC(=O)c1c(N)sc2c1CCCCC2 was read as ROS inducer 5.
`C[C@H]1CN([C@@H](C)CO)C(=O)Cc2cc(NS(=O)(=O)c3ccc(F)cc3)ccc2O[C@@H]1CN(C)C(=O)Nc1ccccc1` gave ROS inducer 9.
C=CCOC(=O)[C@H]1[C@@H]2C(=O)O[C@@H](c3ccccc3)[C@@H](c3ccccc3)N2[C@@H](c2ccc(OCCOC(=O)[C@@H]3C[C@@H]4C(=O)N5CCC[C@H]5C(=O)N4[C@@H]3c3cccc(OCCO)c3)cc2)[C@]12C(=O)Nc1ccc(I)cc12 was read as ROS inducer 4.
For COc1ccc(Nc2nc(N)nc(CSc3nccc(C)n3)n2)cc1 the results were ROS inducer -8.
`C[C@H](CO)N1C[C@H](C)[C@H](CN(C)S(=O)(=O)c2cn(C)cn2)Oc2ccc(NC(=O)Nc3ccc(C(F)(F)F)cc3)cc2CC1=O` gave ROS inducer 9.
For O=S(=O)(c1cccc2cccnc12)N(CCO)CCO the results were ROS inducer -13.
`Cc1ccc(/C=N/NC(=O)CCCCCCC(=O)Nc2ccccc2O)o1` gave ROS inducer 16.
`CCOC(=O)c1c(NC(=O)CSc2nc(C)cc(C)n2)sc2c1CCCC2` gave ROS inducer 5.
Screening COC(=O)CCCCCCC(=O)N/N=C/CCCC1OCC(C)(C)CO1 returned ROS inducer 17.
For N#Cc1sc2c(c1OC(=O)c1cccs1)c(=O)n(-c1ccccc1)c(=S)n2-c1ccccc1 the results were ROS inducer 4.
For [N-]=[N+]=NCc1ccccc1C[C@@]1(C(=O)NCC(O)CO)N=C(c2ccc(OCCCO)cc2)O[C@@H]1c1ccccc1 (stereo partly specified) the results were ROS inducer 6.
Cc1noc(C)c1NC(=O)N(C)C[C@H]1Oc2c(NS(=O)(=O)c3ccccc3)cccc2C(=O)N([C@@H](C)CO)C[C@@H]1C was read as ROS inducer 3.
Screening CC(=O)NC(NCc1ccccc1)(C(F)(F)F)C(F)(F)F returned ROS inducer 1.
`CNC[C@H]1Oc2ccc(NC(=O)CCC(F)(F)F)cc2C(=O)N([C@@H](C)CO)C[C@H]1C` gave ROS inducer -10.
`Clc1ccc(C2=NN=C(N3CCCC3)SC2)cc1` gave ROS inducer 5.
For COc1ccc(-c2noc(CN(C(=O)c3ccc(C)c([N+](=O)[O-])c3)C(C)C)n2)cc1 the results were ROS inducer -11.
Screening O=C(Cn1cnc2scc(-c3ccccc3)c2c1=O)Nc1ccc(F)cc1 returned ROS inducer 12.
Nc1ccc(S(=O)(=O)Nc2ccnn2-c2ccccc2)cc1 was read as ROS inducer 2.
`COc1ccc(OC)c(NC(=O)C2=C(C)NC(=O)NC2c2ccc(OC)cc2OC)c1` (stereo unspecified) gave ROS inducer 8.
`C[C@H]1CN([C@@H](C)CO)C(=O)Cc2cc(NC(=O)Cc3cn(C)c4ccccc34)ccc2O[C@H]1CN(C)S(=O)(=O)c1ccccc1` gave ROS inducer -1.
Screening C[C@@H]1CN([C@H](C)CO)C(=O)CCCn2cc(nn2)CO[C@H]1CN(C)C(=O)Nc1ccc(F)cc1 returned ROS inducer 3.
C[C@@H]1CN([C@@H](C)CO)C(=O)c2cccc(NS(=O)(=O)c3cn(C)cn3)c2O[C@@H]1CN(C)C(=O)Nc1ccc2c(c1)OCO2 was read as ROS inducer 5.
C[C@H](CO)N1C[C@H](C)[C@@H](CN(C)Cc2ccc(Cl)c(Cl)c2)Oc2ccc(NS(=O)(=O)c3ccc(F)cc3)cc2C1=O was read as ROS inducer 52.
Screening CCCCN(C)C(=S)Nc1ccc2nc3n(c(=O)c2c1)CCCCC3 returned ROS inducer -5.
For COCCOC(=O)N1C(=O)[C@@]2(c3ccccc31)[C@H](C(=O)Nc1nc3ccccc3s1)[C@H]1C(=O)O[C@H](c3ccccc3)[C@H](c3ccccc3)N1[C@@H]2c1ccccc1OCCO the results were ROS inducer 11.

An excerpt of the results above, for reference:
Screening Cc1cc(C(=O)Nc2cccc3c2O[C@@H](CN(C)C(=O)NC2CCCCC2)[C@H](C)CN([C@H](C)CO)C3=O)n(C)n1 returned ROS inducer -4.
Screening COc1cc(/C=N/NC(=O)c2ccccn2)ccc1O returned ROS inducer 1.
C[C@@H]1CN([C@@H](C)CO)C(=O)c2cccc(NC(=O)c3ccncc3)c2O[C@H]1CN(C)Cc1ccncc1 was read as ROS inducer -4.
For Cc1noc(C)c1NC(=O)Nc1cccc2c1O[C@@H](CN(C)C(=O)Nc1ccc(F)cc1)[C@@H](C)CN([C@@H](C)CO)C2=O the results were ROS inducer -15.
COc1ccc(NC(=O)N(C)C[C@@H]2Oc3c(NC(=O)c4cc(C)nn4C)cccc3C(=O)N([C@@H](C)CO)C[C@@H]2C)cc1 was read as ROS inducer -14.
`Cc1noc(C)c1S(=O)(=O)Nc1ccc2c(c1)C(=O)N([C@@H](C)CO)C[C@H](C)[C@H](CN(C)Cc1ccccc1)O2` gave ROS inducer -5.
For Cc1ccc(S(=O)(=O)Nc2ccc3c(c2)CC(=O)N([C@H](C)CO)C[C@@H](C)[C@H](CN(C)Cc2ccc(Cl)c(Cl)c2)O3)cc1 the results were ROS inducer 29.
For Cn1c2ccccc2c2nnc(SCC(=O)c3ccc(Cl)cc3)nc21 the results were ROS inducer 117*.
`Cc1noc(C)c1S(=O)(=O)N(C)C[C@H]1OCCCC[C@@H](C)Oc2ccc(NS(C)(=O)=O)cc2C(=O)N([C@H](C)CO)C[C@@H]1C` gave ROS inducer 14.
C[C@@H]1CN([C@H](C)CO)C(=O)CCCn2nncc2CO[C@H]1CN(C)C(=O)Nc1ccc2c(c1)OCO2 was read as ROS inducer 14.

The results go on:
O=C(/C=C/c1ccccc1)Nc1ccc(Oc2ccc(F)cc2F)nc1 was read as ROS inducer -2.
For C[C@@H]1CN([C@@H](C)CO)C(=O)Cc2cc(NC(=O)Nc3cccc4ccccc34)ccc2O[C@@H]1CN(C)S(=O)(=O)c1ccc(Cl)cc1 the results were ROS inducer 41.
Screening C[C@@H]1CN([C@H](C)CO)C(=O)Cc2cc(NS(=O)(=O)c3ccc(F)cc3)ccc2O[C@H]1CN(C)Cc1ccc(Oc2ccccc2)cc1 returned ROS inducer 45.
COC(=O)[C@H]1[C@H]2C[C@H]3c4[nH]c5ccccc5c4CCN3C[C@@H]2CC[C@@H]1O was read as ROS inducer -1.
Screening Cn1c(=O)c2c(nc(NCCO)n2C)n(C)c1=O returned ROS inducer -7.
For C[C@H](CO)N1C[C@H](C)[C@H](CN(C)Cc2ccccc2)Oc2ccc(NS(=O)(=O)c3cn(C)cn3)cc2C1=O the results were ROS inducer -21.
`C[C@@H]1CCCCO[C@@H](CN(C)Cc2ccc(Cl)c(Cl)c2)[C@@H](C)CN([C@H](C)CO)C(=O)c2cc(NC(=O)Nc3ccc4c(c3)OCO4)ccc2O1` gave ROS inducer 11.
Screening Cc1nnc(NN2CCOCC2)[nH]c1=O returned ROS inducer -11.
For COc1ccc(Cl)cc1NC(=O)CCCN1C(=O)c2ccccc2C1=O the results were ROS inducer -18.
`C[C@H]1CN([C@@H](C)CO)C(=O)Cc2cc(NS(=O)(=O)c3ccc(F)cc3)ccc2O[C@@H]1CN(C)Cc1ccc2c(c1)OCO2` gave ROS inducer 23.
`O=C(CCN1C(=O)c2ccccc2S1(=O)=O)NCc1ccco1` gave ROS inducer 6.
COc1ccc(S(=O)(=O)N(C)C[C@H]2Oc3ccc(NS(=O)(=O)c4ccc(C)cc4)cc3C(=O)N([C@H](C)CO)C[C@H]2C)cc1 was read as ROS inducer -2.
Screening C[C@@H]1CN([C@@H](C)CO)C(=O)Cc2cc(N(C)C)ccc2O[C@@H]1CN(C)Cc1ccc2c(c1)OCO2 returned ROS inducer -5.
CCOC(=O)c1c(NC(=O)C(C)n2nc(C)c([N+](=O)[O-])c2C)sc(C)c1C (stereo unspecified) was read as ROS inducer 17.
Screening COCCOC(=O)N1C(=O)[C@@]2(c3cc(C#Cc4ccc(OC)cc4)ccc31)[C@H](C(=O)NC[C@H](O)c1ccccc1)[C@H]1C(=O)O[C@H](c3ccccc3)[C@H](c3ccccc3)N1[C@@H]2c1ccc(O)cc1 returned ROS inducer 31.
`Cc1cc(NC(=O)c2nn3c(C(F)(F)F)cc(-c4ccccc4)nc3c2Cl)nn1CC(=O)N1CCOCC1` gave ROS inducer -18.
`O=C1O[C@H](c2ccccc2)[C@H](c2ccccc2)N2[C@H]1[C@@H](C(=O)NC[C@H](O)c1ccccc1)[C@]1(C(=O)Nc3ccccc31)[C@H]2c1ccc(OCCO)cc1` gave ROS inducer 60.
Screening C[C@@H]1CN([C@@H](C)CO)C(=O)c2cc(NC(=O)NC3CCCCC3)ccc2O[C@H]1CN(C)Cc1ccccc1 returned ROS inducer -3.
C[C@@H]1CN([C@@H](C)CO)C(=O)c2cc(N(C)C)ccc2O[C@H]1CN(C)CC1CCCCC1 was read as ROS inducer -2.
C[C@@H]1CN([C@@H](C)CO)C(=O)c2cc(NC(=O)Nc3ccc(C(F)(F)F)cc3)ccc2O[C@H]1CN(C)Cc1ccc2c(c1)OCO2 was read as ROS inducer -2.
CCCN(CCC)C(=O)c1cc(S(=O)(=O)N2CCc3ccccc32)cn1C was read as ROS inducer -1.
For C[C@H](CO)N1C[C@H](C)[C@H](CN(C)C)Oc2ncc(-c3cccc(C(F)(F)F)c3)cc2C1=O the results were ROS inducer 20.
`COc1ccc(OC)c(NC(=O)CC2Sc3ccccc3NC2=O)c1` (stereo unspecified) gave ROS inducer -4.
`CC(C)NC(=O)Nc1cccc2c1O[C@H](CN(C)S(=O)(=O)c1ccc(Cl)cc1)[C@@H](C)CN([C@H](C)CO)C2=O` gave ROS inducer -1.
O=C(NC1CC1)c1ccc(CN(c2ccccc2)S(=O)(=O)c2ccccc2)cc1 was read as ROS inducer 7.
For O/N=C/c1ccc(-c2cc(C(F)(F)F)cc(C(F)(F)F)c2)o1 the results were ROS inducer 3.
C[C@H]1CN([C@@H](C)CO)C(=O)c2cccc(NS(=O)(=O)c3ccc(F)cc3)c2O[C@H]1CN(C)S(=O)(=O)c1ccccc1 was read as ROS inducer 2.
`C[C@@H]1CN([C@@H](C)CO)C(=O)Cc2cc(NC(=O)Nc3ccc(F)cc3)ccc2O[C@@H]1CN(C)S(C)(=O)=O` gave ROS inducer -4.
`COc1ccc2c(c1)CCC1C2CCC2(C)C(=O)CCC12` (stereo unspecified) gave ROS inducer -3.
Screening COc1ccc2c(c1)C(O)(CC(=O)c1ccc3ccccc3c1)C(=O)N2 (stereo unspecified) returned ROS inducer -15.
CNC[C@@H]1Oc2ccc(NS(=O)(=O)c3ccc(F)cc3)cc2C(=O)N([C@@H](C)CO)C[C@H]1C was read as ROS inducer -7.
`C[C@@H]1CCCCO[C@H](CN(C)S(=O)(=O)c2ccccc2)[C@@H](C)CN([C@H](C)CO)C(=O)c2cc(NC(=O)Nc3cccc4ccccc34)ccc2O1` gave ROS inducer 40.
C[C@H]1CN([C@@H](C)CO)C(=O)CCCn2nncc2CO[C@H]1CN(C)C was read as ROS inducer 14.
Screening COc1cccc(N(CC(=O)Nc2ccc(OC)c(Cl)c2)S(C)(=O)=O)c1 returned ROS inducer -8.
Screening CCN(CC)S(=O)(=O)N1CCCC(C(=O)NCc2ccc(C)cc2)C1 (stereo unspecified) returned ROS inducer 2.
Cc1cc(C(=O)Nc2cccc3c2O[C@@H](CN(C)Cc2ccccc2)[C@@H](C)CN([C@H](C)CO)C3=O)n(C)n1 was read as ROS inducer -1.
`Clc1ccc2oc(-c3ccccc3)cc(=NCC3CCCO3)c2c1` (stereo unspecified) gave ROS inducer 45.
COc1ccc(NC(=O)N(C)C[C@@H]2Oc3c(NC(=O)CCCCCC(=O)Nc4ccccc4N)cccc3C(=O)N([C@H](C)CO)C[C@H]2C)cc1 was read as ROS inducer -12.
For O=C(CCSCc1ccccc1Cl)NCc1ccccc1Cl the results were ROS inducer -4.

This is a subset; rates above refer to the full screens.
